CRFBP-R2 agonist: CRF-BP/CRF-R2 complex agonism | activation, % at 13.2 µM | 350,000 compounds, 0.46% hits | HEK293 CRF-R2/CRF-BP, calcium dye fluorescence (FLIPR); percent of saturating CRF peptide response;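 active = activation of at least 50%, plus an integration ratio under a set limit after plate pattern correction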;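 note: plate controls were neutral control wells without compound for no effect and CRF at EC100 for full effect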
MEKK3 PB1 HTS: modulators (inhibitors or enhancers) of MEK5 binding to human MEKK3 PB1 domain. Q99759. bead-based flow cytometry, Alexa488-MEK5 binding to MEKK3; actives lie on both sides; 0 = blocked by unlabeled MEK5, 100 = vehicle. binding response (% of control), % at 10 µM. 290,000 compounds, 1.4% hits. AID 1529;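 active = binding response more than 3 SD above or below the average of its plate-row segment, actives on both sides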;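 note: Alexa488 bead fluorescence after subtracting the streptavidin-only scavenger bead signal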
Target sequence (Q99759 whole entry, looked up, the tested form may be a part): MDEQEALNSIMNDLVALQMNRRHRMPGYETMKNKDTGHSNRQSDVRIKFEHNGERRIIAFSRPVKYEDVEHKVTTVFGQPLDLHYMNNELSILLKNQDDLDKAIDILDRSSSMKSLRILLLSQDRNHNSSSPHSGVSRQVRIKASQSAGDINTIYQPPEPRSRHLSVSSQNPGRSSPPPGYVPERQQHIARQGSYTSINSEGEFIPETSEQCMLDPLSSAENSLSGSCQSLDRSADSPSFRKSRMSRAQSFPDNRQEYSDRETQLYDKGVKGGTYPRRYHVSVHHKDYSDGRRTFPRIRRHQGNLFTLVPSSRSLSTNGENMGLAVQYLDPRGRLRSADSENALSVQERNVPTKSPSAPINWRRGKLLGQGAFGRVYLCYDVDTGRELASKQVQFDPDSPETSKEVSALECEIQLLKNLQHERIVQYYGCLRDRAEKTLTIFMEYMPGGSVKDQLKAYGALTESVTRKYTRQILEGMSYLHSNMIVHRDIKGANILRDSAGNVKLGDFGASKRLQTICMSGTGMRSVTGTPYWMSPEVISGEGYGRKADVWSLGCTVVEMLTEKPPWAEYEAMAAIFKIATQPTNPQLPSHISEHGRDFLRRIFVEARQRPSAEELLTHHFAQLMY
p-CIP stab down: p/CIP protein destabilization. Q05BA5. F442A p/CIP-EGFP cells, EGFP fluorescence, 16 h. decrease of EGFP signal, % at 10 µM. 290,000 compounds, 0.01% hits. AID 1984;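 active = EGFP signal decrease of at least 30% at 10 µM or well 3 SD below plate mean, unless failing retest; inactive = the rest, including hits failing retest or dose response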; note: some compounds called inactive have numbers as strong as hits; many of its hits are not listed in these tables
IDE cell inh: cellular human IDE inhibition. HEK cells, FAbetaB cleavage, fluorescence polarization. inhibition, % at 5.59 µM. 320,000 compounds, 0.41% hits;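 active = percent inhibition above the average of all tested compounds plus 3 SD, set per screening campaign, cut at about 16% in these data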;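 note: IDE supplied by intact live HEK cells; FP after avidin binding of uncleaved biotin substrate so inhibition keeps polarization high; 0% = DMSO wells and 100% = 60 µM reference IDE inhibitor Ii1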
IDE cell activ: boosts human insulin-degrading enzyme activity in HEK cells; P14735; FAbeta-B cleavage, fluorescence polarization; 0% vehicle, 100% cell-free pure enzyme wells; activation, % at 5.96 µM; 340,000 compounds, 0.073% hits;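 active = activation above the mean of all tested compounds plus 3 SD, set per screening campaign, cut at about 17% in these data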
CHRM4 PAM: CHRM4 positive allosteric modulation. P08173. CHO-K1 hM4/Gqi5, Fluo-8 calcium fluorescence, ACh EC20; 0% = ACh EC20, 100% = maximal ACh. activation, % at 3 µM. 360,000 compounds, 0.4% hits;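 active = activation above its plate's cutoff, the mean activation of sample wells plus 3 SD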; note: some results filed as inactive read as strong as hits
CRFBP-R2 block: antagonists of CRF-binding protein/CRF-R2 receptor complex; HEK293 CRF-R2/CRF-BP, CRF-induced calcium fluorescence; 350,000 compounds, 0.59% hits; inhibition, % at 11.8 µM;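 active = inhibition of the ligand-induced calcium signal above about 50% at the single tested concentration, limit read from the data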
PHOSPHO1 inh: inhibitors of human PHOSPHO1 phosphatase. inhibition, % at 13.3 µM. Q8TCT1. recombinant PHOSPHO1, absorbance phosphatase assay. 290,000 compounds, 1.1% hits. AID 1565; in the data active = inhibition above about 60%
Target sequence (Q8TCT1 whole entry, looked up): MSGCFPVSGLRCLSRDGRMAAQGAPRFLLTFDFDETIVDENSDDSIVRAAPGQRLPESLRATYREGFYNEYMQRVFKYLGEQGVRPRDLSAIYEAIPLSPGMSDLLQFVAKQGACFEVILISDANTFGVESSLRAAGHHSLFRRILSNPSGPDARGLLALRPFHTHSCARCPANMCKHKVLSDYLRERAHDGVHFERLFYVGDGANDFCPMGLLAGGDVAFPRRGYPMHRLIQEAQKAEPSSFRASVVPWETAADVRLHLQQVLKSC
GalR3 antagonist: human GalR3 antagonism. HEK293 GalR3-CNG cAMP membrane potential fluorescence; galR3 body fused to GalR1 C-terminus. 360,000 compounds, 0.44% hits. O60755. AID 651719. inhibition, % at 3 µM;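 active = inhibition above the screen-wide average plus 3 SD, cut at about 13% in these data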;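 note: forskolin and galanin both at EC90 stimulate the cells; cAMP rise reported by CNG channel membrane potential dye signal; 0% = forskolin plus galanin with DMSO and 100% = forskolin alone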
An asterisk follows results filed as active; . = no result given.

SMILES	CRFBP-R2 agonist	MEKK3 PB1 HTS	p-CIP stab down	IDE cell inh	IDE cell activ	CHRM4 PAM	CRFBP-R2 block	PHOSPHO1 inh	GalR3 antagonist
C#CCOCCOCCOCCNc1nc(N2CCN(C(=O)[C@H](CCCN=C(N)N)n3cc(C(N)[C@H](C)CC)nn3)CC2)nc(N2CCN(C(=O)[C@H](CC(N)=O)n3cc(C(N)[C@@H](C)CC)nn3)CC2)n1 (some centres undefined)	0.0	.	.	0	1	10	-16	.	1
S=C(NCc1ccccc1)NNc1ccccc1	-0.5	105	4	0	4	-1	-5	-10	-1
Cc1ccc(S(=O)(=O)N/N=C\c2ccc3c(c2)OCO3)cc1C	-12	104	-5	7	3	-3	-18	13	2
COc1cccc(CCc2nnc(CCC(=O)NCCC3CCCCO3)o2)c1 (centres undefined)	0.4	102	6	-5	4	2	-9	50	-9
O=C(NCc1ccc(Cl)cc1)C1CCN(S(=O)(=O)c2cccnc2)CC1	-3.0	103	-6	-3	1	2	49	-179	2
COc1ccc(OC)c(Nc2nc(-c3sc(NC(=O)CC(C)C)nc3C)cs2)c1	-0.5	103	8	0	0	-1	6	65*	-6
O=C1/C(=C/c2ccccc2F)SC(=S)N1CC(=O)N1CCCCC1c1cccnc1 (centres undefined)	3.1	102	-2	-1	-5	-7	-37	37	-5
O=C(NC(=S)Nc1ccc(N2CCOCC2)cc1)c1cccc(Cl)c1	-0.7	107	-6	2	6	1	-73	-21	-6
Cc1ccc(NC(=O)CN(C)C(=O)CSc2nncn2C)cc1	0.1	104	-1	9	-1	0	4	21	0
O=C(Nc1ccc2c(c1)OCCO2)c1cncc(Br)c1	1.4	101	-13	6	1	-1	-27	29	-2
COc1cc(C(=O)OCC(=O)Nc2c(C)n(C)n(-c3ccccc3)c2=O)c([N+](=O)[O-])cc1OC	2.3	.	.	-7	3	-2	0	.	-3
COc1ccc(CNC(=O)COC(=O)CCc2nc3ccccc3c(=O)[nH]2)cc1	2.3	98	7	-1	10	6	-15	-7	-4
C/C(Cl)=C/CSc1nn2c(=O)c3ccccc3nc2s1	-1.2	106	-11	1	3	6	1	40	-2
CCN(CCO)C(=O)C(c1ccccc1)c1ccccc1	0.5	103	0	1	2	11	41	7	2
COC(=O)CSc1nc2cc3c(cc2cc1C)OCO3	-0.9	68	-5	4	1	-5	5	-8	-4
CNC(C)c1cc(OC)ccc1OC (centres undefined)	-0.2	102	-10	-1	0	-6	0	29	-6
O=C(CCCN=C1NS(=O)(=O)c2ccccc21)OCc1ccc(F)cc1	1.1	.	.	0	5	1	-9	.	-4
O=[N+]([O-])c1ccc(-n2nncc2-c2ccccc2)cc1	-3.4	99	6	4	1	-10	2	.	-9
COc1cc2c(cc1OC)CN(c1nc(CN3CCOCC3)nc3sc4c(c13)CCCC4)CC2	-0.7	68	3	-5	2	-10	30	6	-5
Cc1oc(/N=C/c2cccc3ccccc23)c(C#N)c1C	3.1	94	11	-1	4	4	0	-1	.
COc1ccc(C2=NCCNC(C(F)(F)F)=C2)cc1	-1.7	104	-13	-1	4	6	-9	-26	-4
COc1cccc(C(=O)O[C@H]2[C@H](Cc3ccccc3)NS(=O)(=O)[C@H]3C[C@@H]4C=C[C@]23O4)c1	2.8	.	.	1	6	22	-3	.	4
CSc1cccc(NC(=O)/C=C/c2ccco2)c1	1.9	.	-18	-9	-2	8	10	-13	-5
Cc1ccc(CSc2ncccc2C(=O)O)cc1	0.6	106	-4	0	6	0	16	8	-6
CC(CCc1ccccc1)N(C)CC(O)c1cccc([N+](=O)[O-])c1 (centres undefined)	0.0	96	-8	-3	6	-26	3	20	-3
Cc1cc(OCC(=O)NCCc2ccc(S(N)(=O)=O)cc2)c2c(C)cc(=O)oc2c1	-0.8	99	-2	3	8	7	9	12	4
COc1ccc(N=CC2=C(O)CC(c3ccccc3)CC2=O)c(OC)c1 (centres undefined)	-3.9	102	1	-5	1	-2	17	-16	-5
Cc1ccc(CNC(=O)CC(C)S(=O)(=O)c2cc3c(cc2C)NC(=O)CO3)cc1 (centres undefined)	-1.4	100	6	6	9	4	-17	49	0
O=[N+]([O-])C1=C(Nc2cccc3ccccc23)CS(=O)(=O)C1	1.3	104	-6	5	0	6	6	29	-9
COc1ccc(C(=O)/C=C/Nc2cccc(C)n2)cc1OC	1.4	98	-28	4	4	0	-1	8	-6
Cc1ccc(Cc2nc3ccccc3[nH]2)cc1	0.1	95	-1	.	3	1	3	20	-11
CCCn1c(SCC(=O)Nc2cc(Cl)ccc2Cl)n[nH]c1=O	0.9	103	-8	5	2	-6	-8	36	3
Cc1cc(C)c2sc(C)[n+](CCCS(=O)(=O)[O-])c2c1	-1.0	104	-7	8	-2	-2	-5	49	-4
COc1ccccc1CN1CC(C(=O)NCCC2=CCCCC2)CCC1=O (centres undefined)	1.0	95	-11	-3	4	0	0	41	-6
CN(C(=O)COC(=O)c1cc(Br)c(Br)s1)C1CCS(=O)(=O)C1 (centres undefined)	-0.2	104	4	1	9	9	12	-14	-2
O=C(c1cccnc1)n1nc(NCc2ccccc2)nc1NCc1ccccc1	-1.0	100	0	1	5	-4	18	48	-5
CC(C)n1c(NCc2ccccc2O)nc2ccccc21	-0.5	102	20	-3	5	-6	0	.	-5
O=S(=O)(NCCc1ccccc1)c1ccc(S(=O)(=O)N2CCCCC2)cc1	-1.0	93	-16	2	-1	0	-12	-5	-11
O=C(/C=C/c1cn(-c2ccccc2)nc1-c1ccc2c(c1)OCCO2)NCCO	-2.4	101	-14	-1	-6	8	-7	-23	9
CCN(CC(=O)Nc1cccc(OC)c1)C(=O)c1cccc(S(=O)(=O)N2CCc3ccccc32)c1	0.2	.	.	-1	2	-4	6	.	-2
O=C(NCC1CC1)C1(C(F)(F)F)C/C(=C\Cc2ccccc2)CCCO1 (centres undefined)	-0.9	104	.	-1	4	10	-12	.	-3
CCOc1cccc2sc(N(CCN(CC)CC)C(=O)c3ccc(S(=O)(=O)N4CCCC4)cc3)nc12	0.3	104	-17	-2	2	-8	-15	24	-5
Nc1c(NCCc2ccccc2)c2ccccc2oc1=O	0.4	99	-10	1	1	1	2	-10	0
Cc1ccc(CSc2ncnc3c2cnn3-c2ccc(C)cc2)cc1	0.9	97	-6	-4	-1	-3	8	-3	-2
CCCN(CCC)S(=O)(=O)c1ccc(C)cc1	0.1	101	2	2	6	-6	11	10	.
CCCCNC(=O)NNC(=O)c1cc(C)on1	0.7	100	-2	4	1	6	-6	36	-1
CN(C)S(=O)(=O)c1ccc(NC(=O)Cc2ccc(S(=O)(=O)N3CCOCC3)s2)cc1	3.0	104	-2	5	0	-3	-8	-43	5
CCn1c(O)c(N=NC(=O)CNc2cccc(C)c2)c2ccccc21	-0.7	148*	5	-1	-3	4	-6	-5	-7
CC(C)(C)NC(=O)CN(C(=O)c1csnn1)c1cccc2c1CCCC2	0.3	95	7	2	3	-3	-24	-3	-5
C[C@@H]1CN([C@H](C)CO)C(=O)CCCn2nncc2CO[C@H]1CN(C)Cc1ccncc1	-0.1	.	.	.	.	9	-6	.	0
COc1cc2c(cc1N)-c1ccc(N)cc1C2=O	-2.2	.	.	.	.	-1	4	.	-6
CCOc1ccc(/C=C(/C#N)c2nnc(N3CCOCC3)n2-c2ccccc2)cc1OC	-1.3	.	.	.	4	4	-3	.	-4
O=C(COC(=O)/C=C/c1ccc(Cl)cc1)NCCc1ccccc1	-0.4	92	-22	1	3	2	-6	8	-5
O=C(CCCn1c(=S)[nH]c2ccc(Br)cc2c1=O)N1CCN(c2ccccn2)CC1	1.4	102	4	-2	0	5	-3	-96	-1
O=C(COC(=O)Cn1nnc(-c2ccccc2)n1)Nc1cc(F)ccc1F	-4.1	.	.	-1	6	0	-2	.	-5
COc1ccc(C2(CNC(=O)/C=C\c3ccco3)CCCC2)cc1OC	-0.3	100	-16	-5	1	3	-12	-2	-4
Cc1c(C(=O)N/N=C/c2ccncc2)no[n+]1[O-]	0.9	95	-12	2	3	2	-2	39	-3
Cc1c(Br)cc(C(=O)OC2CCN(C)CC2)c(C)c1C	-1.3	99	10	2	0	9	-9	-20	-7
C/C=C(\C)CN1CCN(c2cc(C)ccc2C)CC1	-1.4	82	-2	0	4	-5	-10	-5	-5
O=C(NCc1ccccc1)c1ccc2nc(-c3ccco3)c(-c3ccco3)nc2c1	3.7	103	-5	3	-5	6	6	42	-7
Cn1c(SCC2CCCO2)nnc1-c1ccc([N+](=O)[O-])cc1 (centres undefined)	-0.4	97	6	1	6	10	-1	-3	4
CCOC(=O)[C@H]1[C@H]2COc3cc(OC)ccc3[C@@H]2N2C(=O)CN(Cc3ccco3)C(=O)[C@@]12C	-0.9	.	.	-3	6	22	-8	.	0
COCCCNC(=S)NNC(=O)c1cc(C2CC2)nc2ccccc12	0.0	107	-6	.	7	2	17	11	5

Arranged by formula weight (falling): 12 of the compounds above.
SMILES	CRFBP-R2 agonist	MEKK3 PB1 HTS	p-CIP stab down	IDE cell inh	IDE cell activ	CHRM4 PAM	CRFBP-R2 block	PHOSPHO1 inh	GalR3 antagonist
CCOc1cccc2sc(N(CCN(CC)CC)C(=O)c3ccc(S(=O)(=O)N4CCCC4)cc3)nc12	0.3	104	-17	-2	2	-8	-15	24	-5
COc1ccc(OC)c(Nc2nc(-c3sc(NC(=O)CC(C)C)nc3C)cs2)c1	-0.5	103	8	0	0	-1	6	65*	-6
CCOc1ccc(/C=C(/C#N)c2nnc(N3CCOCC3)n2-c2ccccc2)cc1OC	-1.3	.	.	.	4	4	-3	.	-4
O=C(c1cccnc1)n1nc(NCc2ccccc2)nc1NCc1ccccc1	-1.0	100	0	1	5	-4	18	48	-5
COc1ccccc1CN1CC(C(=O)NCCC2=CCCCC2)CCC1=O (centres undefined)	1.0	95	-11	-3	4	0	0	41	-6
COc1ccc(N=CC2=C(O)CC(c3ccccc3)CC2=O)c(OC)c1 (centres undefined)	-3.9	102	1	-5	1	-2	17	-16	-5
Cc1ccc(CSc2ncnc3c2cnn3-c2ccc(C)cc2)cc1	0.9	97	-6	-4	-1	-3	8	-3	-2
Cc1ccc(S(=O)(=O)N/N=C\c2ccc3c(c2)OCO3)cc1C	-12	104	-5	7	3	-3	-18	13	2
CC(CCc1ccccc1)N(C)CC(O)c1cccc([N+](=O)[O-])c1 (centres undefined)	0.0	96	-8	-3	6	-26	3	20	-3
O=[N+]([O-])C1=C(Nc2cccc3ccccc23)CS(=O)(=O)C1	1.3	104	-6	5	0	6	6	29	-9
COC(=O)CSc1nc2cc3c(cc2cc1C)OCO3	-0.9	68	-5	4	1	-5	5	-8	-4
COc1cc2c(cc1N)-c1ccc(N)cc1C2=O	-2.2	.	.	.	.	-1	4	.	-6

High-throughput results (PubChem BioAssay)
